Vif inh = blocks HIV Vif function; hit rate 0.35% among 340,000; AID 602346; inhibition, % at 7.49 µM; HEK293T cells, Vif self-association by quenched fluorescence, imaging, 24 h; in the data active = inhibition above about 50%, passing the limit was not always enough; inconclusive = no clear call, values can overlap the other calls; inactive = below about 31%; note: some results filed as inactive read as strong as hits
HIF-2a inh = blocks HIF-2a reporter activity; 786-0 RCC cells HIF-2a reporter, luciferase luminescence, overnight; hit rate 0.72% among 360,000; inhibition, % at 18.8 µM;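 active = inhibition of the luminescence signal of 40% or more relative to plate controls, in a single-dose primary screen at 18.75 µM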
MITF TRPM1 inh = MITF TRPM1 promoter inhibition in SK-MEL-5 cells; hit rate 0.83% among 330,000; inhibition, % at 12.5 µM; AID 488899; SK-MEL-5 TRPM1 promoter luciferase, 24 h;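 active = mean inhibition across replicates of 60% or more, whatever share of single replicates reaches that level; inconclusive = some that reach 60%, reason not given; inactive = mean inhibition across replicates below 60%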; note: values of inactives mirror those of a sister screen read the other way
NR2E3 ag-1 = human photoreceptor-specific nuclear receptor agonism. Q9Y5X4. CHO-S Gal4-NCOR/VP16-NR2E3 two-hybrid, luciferase. AID 602229. inhibition of corepressor binding, % at 3.98 µM. hit rate 0.35% among 360,000;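 active = inhibition above the mean of all tested compounds plus 3 SD, cut at about 70% in these data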;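 note: 0% = DMSO with NR2E3 transfected cells and 100% = cells lacking NR2E3 construct; higher means lower luciferase signal from less NR2E3 corepressor binding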
Target sequence (Q9Y5X4 whole entry, looked up, the tested form may be a part): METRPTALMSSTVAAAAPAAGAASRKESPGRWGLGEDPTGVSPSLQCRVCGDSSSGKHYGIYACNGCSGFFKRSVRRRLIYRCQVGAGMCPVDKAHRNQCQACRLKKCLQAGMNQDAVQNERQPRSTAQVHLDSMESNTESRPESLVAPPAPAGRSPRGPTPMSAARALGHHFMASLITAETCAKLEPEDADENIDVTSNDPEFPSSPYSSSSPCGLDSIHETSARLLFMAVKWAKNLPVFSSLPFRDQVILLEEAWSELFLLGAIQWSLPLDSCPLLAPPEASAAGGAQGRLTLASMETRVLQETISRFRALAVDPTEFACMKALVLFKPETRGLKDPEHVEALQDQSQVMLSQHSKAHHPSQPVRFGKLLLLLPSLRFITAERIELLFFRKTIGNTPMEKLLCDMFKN
CF NFkB block = blocks PAF-induced NF-kB reporter in cystic fibrosis cells; KKLEB NF-kB-GFP reporter, GFP fluorescence overnight; inhibition, % at 5 µM; hit rate 0.86% among 360,000;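 active = at least 50% inhibition at 5 µM, scaled per plate between neutral and stimulator controls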;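 note: PAF is a Pseudomonas aeruginosa culture filtrate used as stimulus; plate controls were PAF-stimulated DMSO wells for no effect and unstimulated DMSO wells for full effect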
NR2E3 ag-2 = activates human photoreceptor nuclear receptor NR2E3. Q9Y5X4. GST-NR2E3/biotin-RetCOR TR-FRET, 1536-well. inhibition of corepressor binding, % at 4.78 µM. hit rate 0.12% among 320,000. AID 2300;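 active = percent inhibition above the cutoff of mean plus 3 SD of all tested compounds, set per screening campaign, cut at about 20% in these data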;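 note: 0% = DMSO wells and 100% = biotin wells as full block of FRET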
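Format: 1536-well format; test system: GST-NR2E3 and biotin-RetCOR proteins; read-out basis: percent inhibition of TR-FRET ratio; timing: 5 h incubation at 4 °C; detection: time-resolved FRET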
KKLEB cytotox = reduces viability of KKLEB cystic fibrosis airway cells; activity change (cytotoxicity), % at 5 µM; hit rate 0.36% among 360,000; KKLEB CF airway cells viability, ATPlite luminescence, overnight; hits give low values; cells stimulated with P. aeruginosa culture filtrate;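 active = corrected activity change at or below -50% at 5 µM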
PDI inh = blocks human protein disulfide isomerase activity; P07237; PDI insulin aggregation turbidity, A650, 90 min; inhibition, % at 10 µM; hit rate 0.052% among 350,000;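 active = mean inhibition across replicates of 30% or more, whatever share of single replicates reach that level; inconclusive = mean inhibition below 30% while every single replicate reaches 30%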;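 note: absorbance from insulin aggregation driven by PDI reduction with DTT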
Target sequence (P07237 whole entry, looked up): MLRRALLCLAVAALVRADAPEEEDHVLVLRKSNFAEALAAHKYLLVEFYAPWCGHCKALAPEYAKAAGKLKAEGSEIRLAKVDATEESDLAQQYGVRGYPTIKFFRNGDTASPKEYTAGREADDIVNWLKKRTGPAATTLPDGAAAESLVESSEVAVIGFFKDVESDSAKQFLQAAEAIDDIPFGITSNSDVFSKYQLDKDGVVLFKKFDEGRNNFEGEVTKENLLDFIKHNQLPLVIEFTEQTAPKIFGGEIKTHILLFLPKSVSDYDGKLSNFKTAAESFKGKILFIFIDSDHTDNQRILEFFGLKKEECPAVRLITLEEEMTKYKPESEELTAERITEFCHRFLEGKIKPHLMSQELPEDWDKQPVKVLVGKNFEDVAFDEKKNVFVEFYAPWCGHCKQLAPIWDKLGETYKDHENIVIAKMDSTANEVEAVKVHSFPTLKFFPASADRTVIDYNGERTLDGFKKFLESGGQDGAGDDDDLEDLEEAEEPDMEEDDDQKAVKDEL
CaV13 FRET inh = Primary screen for inhibitors of IQ motif and Ca2+-dependent inactivation inhibitor domain binding in CACNA1D, Förster resonance energy transfer in living cells, …; hit rate 0.098% among 340,000; AID 743397; inhibition, % at 12.3 µM; HEK cells, CFP/YFP FRET ICDI-IQ, plate reader, 10 min; percent FRET-ratio fall versus neutral wells;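 active = mean replicate inhibition of at least 30% and at least 1% of replicates passing that level; inconclusive = only one of the two criteria is met; inactive = neither criterion is met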;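 note: 0% = median of the neutral control wells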
Shn3 inh set2 = inhibitors of Schnurri-3 3'UTR reporter in osteoblasts; Clone20 osteoblast Shn3 3'UTR firefly luciferase, 24 h; inhibition, % at 12.5 µM; hit rate 0.52% among 360,000; AID 588674;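 active = mean inhibition of at least 75% with every replicate also reaching 75%; inconclusive = mean inhibition at least 75% but some replicate below; inactive = mean inhibition below 75%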;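 note: 0% = median of neutral control wells and 100% = pilot-screen positive control compound; some compounds past the cut are filed as inactive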
Peg3 promoter = reduces Peg3 promoter-driven luciferase expression in HeLa; inhibition, % at 20 µM; HeLa PEG-Prom luciferase reporter, luminescence, overnight; AID 588405; hit rate 1.7% among 360,000;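 active = inhibition of at least 50% at 20 µM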
* = called active by the depositor; ? = inconclusive; · = not tested or not shown.

Below each compound – Vif inh	NR2E3 ag-1	KKLEB cytotox	Shn3 inh set2	Peg3 promoter	CaV13 FRET inh	NR2E3 ag-2	CF NFkB block	MITF TRPM1 inh	HIF-2a inh	PDI inh
CCCCSc1c(C)c2cc3c(cc2[nH]c1=O)OCO3
→ ·	-38.1	-3.3	0.3	-28.7	-8.8	2.0	1.3	-21.3	-15.8	-3.4
CC[C@H]1OC(=O)[C@H](C)[C@@H](O[C@H]2C[C@@](C)(OC)[C@@H](O)[C@H](C)O2)[C@H](C)[C@@H](O[C@@H]2O[C@H](C)C[C@H](N(C)C)[C@H]2O)[C@](C)(O)C[C@@H](C)C(=NOCOCCOC)[C@H](C)[C@@H](O)[C@]1(C)O
→ -5.5	-8.4	-1.9	4.2	4.0	-4.2	1.8	-12.6	6.1	8.4	-0.9
COc1ccccc1-n1ccnc1SCC(=O)NCC1CCCO1 (stereo not drawn)
→ 1.2	-7.8	0.0	-8.4	16.1	-2.6	0.2	9.0	-4.0	10.4	10.3
Cc1cccc(C(=O)NCC(=O)OCC(=O)NC2CCCCCCC2)c1
→ 0.4	4.0	9.2	-0.6	-6.2	-5.3	0.6	-3.1	5.7	5.9	-0.6
O=C(CCn1cnc2ccccc2c1=O)Nc1nc(-c2ccc(Br)cc2)cs1
→ 7.8	-1.0	-1.3	46.9	40.4	-13.9	-2.8	11.2	-0.9	12.8	-8.3
COCOc1cccc(CN2CCC(C)(Oc3ccc(C(C)=O)cc3)C2)c1 (stereo not drawn)
→ 2.6	-2.3	2.4	16.9	-5.3	-4.7	·	-28.6	·	4.4	-9.2
Cc1nc2ccccc2c(=O)n1NC(=O)c1ccc(F)cc1Cl
→ 7.3	-11.4	0.5	8.1	2.1	-4.4	5.4	6.5	11.0	-7.2	2.4
CCOc1ccc(/C=C2\CCc3ccccc3C2=O)cc1
→ -0.3	-36.8	-47.7	-59.9	-126.3	-6.1	-1.9	-2.1	-96.1	-76.9	-3.0
CCc1ccc(NC(=O)CSc2nncn2-c2cccnc2)cc1
→ -5.9	-63.1	11.7	-36.1	-191.6	-2.4	2.3	-14.2	-93.1	-176.3	-10.3
CC1CCCN(C(=O)Cn2c(-c3nonc3N)nc3ccccc32)C1 (stereo not drawn)
→ 4.2	-11.2	5.7	-10.5	19.2	-5.9	-5.5	-7.0	5.7	26.2	2.5
CS(=O)(=O)NCCSCc1c(Cl)cccc1Cl
→ 0.1	-4.2	0.7	3.7	-14.7	-5.0	-1.6	1.6	-4.9	11.5	8.4
CCOc1cc(NC(=S)NCC2CCCO2)c(OCC)cc1NC(=O)CC (stereo not drawn)
→ -4.5	11.0	-1.9	-4.9	0.0	-7.6	0.8	1.1	5.1	7.7	-10.4
CS(=O)(=O)c1cc([N+](=O)[O-])c(Sc2nc3ccccc3[nH]2)c([N+](=O)[O-])c1
→ -0.3	-5.2	9.9	15.2	23.4	-7.0	0.8	-57.5	45.2	3.5	9.7
Cn1ncc(Cl)c1C(=O)N1CCc2ccccc21
→ -3.4	-27.1	-2.1	-22.7	18.7	-8.5	-1.0	-13.0	10.6	9.6	-6.3
O=C1N/C(=N\N=C\c2cccs2)SC1Cc1cccc(Cl)c1Cl (stereo not drawn)
→ 0.8	-18.1	-22.2	2.5	13.8	-18.6	-2.0	24.3	9.1	8.3	-14.7
COc1ccc(OC)c(CN2CCN(S(=O)(=O)c3ccc(NC(C)=O)cc3)CC2)c1
→ -16.1	-3.8	-3.4	-11.4	-1.2	-11.0	-2.3	0.5	1.8	-2.2	1.9
Cc1ccc(N(Cc2ccccc2)C(=O)c2ccc(Cl)c(S(=O)(=O)N3CCOCC3)c2)cc1
→ 4.7	-18.0	2.9	19.2	6.4	·	-3.9	-7.0	-18.6	-4.0	-1.5
O=c1cc(CN2CCN(c3ccccc3F)CC2)c2ccccc2o1
→ 4.0	-7.6	-2.9	20.0	11.5	-10.1	·	-7.9	·	7.3	·
CC(=O)Nc1ccc(S(=O)(=O)N2CCN(c3cnn(C)c(=O)c3Cl)CC2)cc1
→ -0.4	10.5	2.6	-9.8	8.1	-4.8	-3.5	-7.2	-4.8	18.5	-1.3
Cc1cc(C)c(C(=O)CSc2nc(C)cc(C)c2C(N)=O)c(C)c1
→ ·	-26.9	-13.5	7.8	-66.8	-4.6	-3.3	17.1	-15.3	-79.6	-0.9
O=C(O)C1CC=CCC1C(=O)NCCc1ccccc1 (stereo not drawn)
→ 5.3	18.5	2.7	17.5	9.0	-4.6	-1.7	-2.6	-0.2	14.0	-1.6
CCOC(=O)CSc1nnc(-c2ccco2)n1C
→ 7.2	-10.9	-2.7	-10.9	6.9	-3.9	-1.5	-1.3	-10.0	0.1	-5.0
CCc1nnc(NC(=O)CCC(=O)NC2CCCC2)s1
→ -6.7	-1.8	-1.1	-9.6	5.6	-7.4	-0.4	-0.5	-10.0	17.0	11.6
Cc1cc(C)c(C)c(S(=O)(=O)N2CCC(C(=O)N3CC(C)CC(C)C3)CC2)c1C (stereo not drawn)
→ -19.1	20.1	0.4	6.9	8.2	-4.2	-0.2	-15.3	-8.1	2.1	-12.3
CN(C)c1ccc(C2C3=C(CCCC3=O)OC3=C2C(=O)CCC3)cc1
→ ?	-51.2	3.0	9.1	-10.3	-6.6	2.8	1.0	15.7	13.3	0.3
O=C(Cc1ccccc1)NCC(=O)N1CCc2ccccc2C1
→ -3.4	-20.7	-9.6	-0.4	3.9	-18.6	-0.4	18.3	-25.1	0.1	-9.2
COc1ccc(-c2nc3ccccc3c(=O)n2NC(=S)N(C)C)cc1
→ 9.8	7.1	23.5	-21.0	-6.3	-3.1	-1.8	-2.6	8.5	-16.8	5.6
CCc1ccc(-c2ccc(C(=O)O)c(C)n2)cc1
→ ·	-3.9	-3.3	-35.1	-61.0	-4.5	0.7	-30.2	-0.4	-50.6	-1.4
O=C(COc1ccc2c(c1)C(=O)CC1(CCCCC1)O2)NCc1ccccc1
→ -2.0	-3.4	6.4	18.6	9.9	-3.3	4.1	-7.4	1.4	-3.7	-0.6
CC1=C(C(=O)N(C(C)C)C(C)C)CC(CC(=O)NC2CCCC2)C(=O)N1Cc1ccccc1 (stereo not drawn)
→ ·	-5.1	5.0	-11.6	1.4	-5.9	·	1.7	·	7.8	5.7
COc1ccc(NC(=S)N(Cc2cccc(Br)c2)CC2CCC(C(=O)O)CC2)cc1 (stereo not drawn)
→ 3.2	-8.0	6.0	-23.7	-23.6	·	-0.6	-18.8	-1.4	-36.0	-1.5
OCCC1CN(Cc2ccc(F)cc2)CCN1CCCc1ccccc1 (stereo not drawn)
→ 1.9	4.5	4.7	17.8	16.2	-9.5	·	-11.3	1.7	21.7	-0.3
CCOC(=O)CCNC(=O)Nc1ccc2nc(C)n(Cc3ccccc3Cl)c(=O)c2c1
→ -4.8	0.5	1.0	16.8	3.9	·	3.2	8.3	-12.4	-4.8	-2.3
Cc1cccc(C(=O)NCCN2CCCC2)c1
→ 5.5	5.3	6.1	-1.4	7.3	-3.5	-1.4	10.8	3.1	13.4	-7.2
CCOc1ccccc1N1CCN(C(=O)CNC(=O)c2sc3ccccc3c2Cl)CC1
→ -6.5	-23.1	-8.1	-0.3	10.2	-7.2	1.3	14.5	3.3	-6.0	-6.2
O=C(c1ccco1)N1CCN(C2CC(=O)N(c3ccc4c(c3)OCO4)C2=O)CC1 (stereo not drawn)
→ 6.8	-2.2	2.8	-17.4	13.3	-4.2	-2.3	2.2	-3.7	20.1	-0.1
O=C(CCNC(=O)c1ccco1)NCc1ccc(F)cc1
→ 1.8	-11.0	11.4	-13.5	-19.6	-6.3	·	-8.8	12.0	-4.4	-5.1
NC(=Nc1c([N+](=O)[O-])cnc2ccccc12)N1CCOCC1
→ -1.1	4.2	-18.7	-32.4	1.1	-2.6	·	24.6	·	3.9	·
Nc1ccc(-n2ccnc2)cc1
→ -7.4	-29.0	-4.4	-5.2	12.1	-7.0	-1.1	-6.0	4.4	25.9	-1.7
O=C(COC(=O)c1ccc(F)c(S(=O)(=O)N2CCOCC2)c1)NCc1ccccc1
→ 9.7	-18.4	-10.9	-2.9	15.3	-8.4	·	18.0	11.8	-9.5	2.1
O=C(CSc1nc(O)cc(=O)n1C1CCCC1)Nc1cccc(Cl)c1Cl
→ -0.2	7.5	-0.6	0.5	6.5	1.4	3.4	8.1	1.2	18.1	2.2
CCOc1ccc(-c2c(C(=O)N/N=C(\C)c3ccco3)nnn2-c2nonc2N)cc1
→ 2.4	1.8	8.6	9.5	12.9	-3.0	-2.4	-15.3	-8.6	-1.2	5.7
Cc1ccc(C(=O)N/C(=C/c2ccc(-c3cccc([N+](=O)[O-])c3)o2)C(=O)NCCCN(C)C)cc1
→ -1.4	-3.6	-10.6	15.2	103.4*	-6.5	-3.8	23.7	26.8	-15.0	-6.8
Cc1cnc(C(=O)OCC(=O)Nc2ccc(Cl)cn2)cn1
→ 1.1	-10.3	1.0	-16.7	-13.6	-6.1	3.5	9.9	12.6	10.2	9.8
COC(=O)N1C(=O)[C@](c2ccsc2)(C(C)C)N1C(=O)OC
→ 31.9	9.3	-16.0	4.4	21.6	-5.9	2.6	37.3	-0.8	24.1	2.5
CC(=O)Nc1ccc(NC(=O)CSc2nnc(NC(=O)c3ccccc3F)s2)cc1
→ 3.2	-13.6	-10.9	-77.2	-197.7	-3.1	·	7.2	·	-139.4	-2.6
CC(NC(=O)CCc1nnc(-c2ccc(-c3ccccc3)cc2)o1)c1nc2ccccc2[nH]1 (stereo not drawn)
→ 1.1	-61.0	-19.6	23.1	-61.9	-6.2	-0.1	3.7	21.9	36.8	-1.6
COC(=O)c1cc(S(=O)(=O)N(C)C2CCCCC2)oc1C
→ 0.0	-10.5	-4.2	8.3	14.7	1.4	-2.4	-5.5	·	16.2	-1.9
O=C(CCc1c[nH]c2ccccc12)N1CCN(c2ccc(O)cc2)CC1
→ 12.0	-6.5	3.6	-4.4	17.8	-4.9	5.5	-5.4	12.9	9.0	3.3
CCOc1ccc(C(=O)NCC(=O)Nc2cc(C)ccn2)cc1OCC
→ 16.7	-22.8	-2.4	-38.7	-1.5	-6.1	0.2	3.0	-0.6	-57.2	-6.7
Cc1ccc(SC[C@H](c2ccccc2)N2CCN(CC(C)C)CCC2=O)cc1
→ -6.4	-14.9	-4.8	-2.1	-118.4	-5.3	·	-7.3	-46.9	-251.5	4.5
C=CCn1c(SCC(=O)NCc2ccc3c(c2)OCO3)nc2scc(-c3ccccc3)c2c1=O
→ ·	-11.0	0.5	-6.5	3.2	-5.5	1.3	0.1	-6.2	15.4	3.0
